N370S GC mod = qHTS Assay for Inhibitors and Activators of N370S glucocerebrosidase as a Potential Chaperone Treatment of Gaucher Disease; Lysosomal acid glucosylceramidase (Homo sapiens), P04062; Potency, µM (highest dose often 59.4 µM), inactives show at the top dose activity change, negative = inhibition, most hits filed as inhibitors; 330,000 compounds, 0.092% hits; AID 2101, 2009; N370S GC spleen homogenate, 4MU-glucoside fluorescence;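 also: 0% = full enzyme activity and -100% = no enzyme basal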
FEN1 inh = qHTS Assay for the Inhibitors of Human Flap endonuclease 1 (FEN1); P39748; Recombinant FEN1 flap cleavage, fluorescence, 15 min; Potency, µM (top dose mostly 114 µM), for inactives: top-dose activity change, negative = inhibition, most hits filed as inhibitors; 390,000 compounds, 0.35% hits; also: nearly all actives have a fitted effect of over 65% in size
Target sequence (P39748 whole entry, looked up): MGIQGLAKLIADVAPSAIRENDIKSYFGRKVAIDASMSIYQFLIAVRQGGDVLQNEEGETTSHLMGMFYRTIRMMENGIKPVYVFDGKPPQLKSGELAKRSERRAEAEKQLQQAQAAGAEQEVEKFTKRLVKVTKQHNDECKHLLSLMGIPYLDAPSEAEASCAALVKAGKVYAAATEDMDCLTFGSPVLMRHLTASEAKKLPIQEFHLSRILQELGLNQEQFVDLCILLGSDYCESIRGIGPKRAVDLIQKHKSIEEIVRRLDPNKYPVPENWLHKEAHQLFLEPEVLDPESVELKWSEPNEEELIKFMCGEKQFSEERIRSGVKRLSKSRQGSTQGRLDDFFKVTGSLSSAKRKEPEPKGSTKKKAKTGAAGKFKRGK
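Nuclease activity of 10 nM FEN1 was measured after 15 min of room-temperature exposure to titrated compounds, by adding 50 nM flap substrate and reading plates at 0 and 15 min.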
TDP1 cell CPT = qHTS for Inhibitors of human tyrosyl-DNA phosphodiesterase 1 (TDP1): qHTS in cells in presence of CPT | Potency, µM (series often up to 46.2 µM), for inactives: at the top dose activity change, negative = growth inhibition, actives largely listed as inhibitors | chicken DT40 Tdp1-/-;hTDP1 cells + 20 nM CPT, ATP luminescence, 48 h | 420,000 compounds, 12% hits; also: nearly all actives have a fitted effect of over 55% in size
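Cell growth measured by CellTiter-Glo luminescence after a minimum 48 h, 37 C compound exposure with 20 nM CPT in Tdp1-knockout DT40 cells stably expressing hTDP1, seeded 400/well; qHTS titration format.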
Active calls of the source: *; & = joins results of further samples. Calls follow the shape of the dose curve; as a rule, active = well fitted curve in the direction sought with a large enough effect; inconclusive = small, poorly fitted or top-dose-only effect, or another doubt; inactive = no such curve, though single readings can be large; an effect the other way counts as inactive or inconclusive. Unless noted, % is scaled to controls: 0 for no effect and ±100 for the full control effect; potency is read from the fitted curve at half-maximal effect.

Results for CC(C)C(C(=O)NCc1ccco1)N(C(=O)CNS(=O)(=O)c1ccccc1)c1ccccc1 (stereo unspecified) ?
N370S GC mod: 1%; FEN1 inh: -2%; TDP1 cell CPT: 1%

Results for Cc1cc(S(=O)(=O)N2CCCC2)ccc1OCC(=O)N1CCOCC1 ?
N370S GC mod: 3%; FEN1 inh: -6%; TDP1 cell CPT: -2%

Results for Cc1ccc2oc(=O)c3cc(C(=O)N4CCN(c5ccccc5)CC4)sc3c2c1 ?
FEN1 inh: -8%; TDP1 cell CPT: 4%

Results for CN(C(=O)c1ccc(NC(=O)Cc2cccc(NC(=O)C3CCN(C(=O)C4CCCC4)CC3)c2)cc1)C1CC1 ?
FEN1 inh: -6%; TDP1 cell CPT: 2%

How did CN(c1ncnc2c1c(-c1ccccc1)cn2-c1cccc(Cl)c1)C1CCCCC1 do in these assays?
FEN1 inh: -3%; TDP1 cell CPT: -16%

Results for CCOC(=O)/C(C#N)=C1/C=Nc2ccccc2N1 ?
N370S GC mod: 0%; FEN1 inh: 7%; TDP1 cell CPT: -25%

How did O=C(O)c1ccoc1CN1CCCCC1 do in these assays?
N370S GC mod: -8%; FEN1 inh: 4%; TDP1 cell CPT: -1%

What do the screens show for `CCOC(=O)C(NC(=O)CCC(=O)Nc1ccc(S(N)(=O)=O)cc1)C(O)c1ccccc1` (stereo unspecified)?
N370S GC mod: 13%; FEN1 inh: 6%; TDP1 cell CPT: 7%

What do the screens show for `O=C(CC1C(=O)NCCN1CC1CCCCC1)NCCCN1CCOCC1` (stereo unspecified)?
N370S GC mod: 2%; FEN1 inh: 1%; TDP1 cell CPT: -3%

Results for COc1ccc(C(c2nnnn2CS(=O)(=O)c2ccc(C)cc2)N2CCN(Cc3ccccc3)CC2)cc1 (stereo unspecified) ?
FEN1 inh: -5%; TDP1 cell CPT: inconclusive

What do the screens show for `COC(=O)COc1ccc2c(-c3ccc(OC)cc3)cc(=O)oc2c1`?
N370S GC mod: 4%; FEN1 inh: -1%; TDP1 cell CPT: 0.41µM*

How did O=C(CCC1CCCN(C(=O)Cn2cnnn2)C1)NCc1ccccc1F (stereo unspecified) do in these assays?
N370S GC mod: 8%; FEN1 inh: -5%; TDP1 cell CPT: 0%

What do the screens show for `COc1ccc(C2C(C(=O)O)CCC(=O)N2c2ccc(C)cc2)cc1OC` (stereo unspecified)?
N370S GC mod: 3%; FEN1 inh: 8%; TDP1 cell CPT: 0%

How did CCN(CC(=O)Nc1ccc2c(c1)OCCO2)C(=O)c1ccc(C)c(S(=O)(=O)N2CCOCC2)c1 do in these assays?
N370S GC mod: -5%; FEN1 inh: -13%; TDP1 cell CPT: -26%

Results for C#CCOc1ccccc1CNc1ccccc1 ?
N370S GC mod: -9%; FEN1 inh: -3%; TDP1 cell CPT: -7%

Results for COCC(C)NC(=O)c1ccc2c(c1)S(=O)(=O)c1ccccc1C2=O (stereo unspecified) ?
N370S GC mod: 0%; FEN1 inh: 3%; TDP1 cell CPT: -1%

What do the screens show for `N/C(=N\N=C/c1ccc(F)cc1)N/N=C\c1ccc(F)cc1`?
N370S GC mod: -26%; FEN1 inh: -15%; TDP1 cell CPT: inconclusive

What do the screens show for `COc1cc(NC(=O)COCc2cc(-c3ccc4c(c3)OCO4)on2)c(OC)cc1Cl`?
FEN1 inh: -17%; TDP1 cell CPT: inconclusive

Results for COc1ccc(C2NC(C(=O)O)Cc3c2[nH]c2ccccc32)cc1CN1CCN(c2ccc(F)cc2)CC1 (stereo unspecified) ?
N370S GC mod: inconclusive; FEN1 inh: 8%; TDP1 cell CPT: -13%

How did CCOC(=O)C1=C(C)N=C2SCCC(=O)N2C1c1ccc(OCc2ccccc2)cc1 (stereo unspecified) do in these assays?
FEN1 inh: 13%; TDP1 cell CPT: 3%

What do the screens show for `COc1cccc(/C=C/C(=O)NNC(=O)c2ccncc2)c1`?
N370S GC mod: inconclusive; FEN1 inh: -8%; TDP1 cell CPT: 9%

What do the screens show for `COc1ccc(NC(=O)c2nc[nH]c2C(=O)N(C)Cc2ccccc2)cc1`?
N370S GC mod: 7%; FEN1 inh: -7%; TDP1 cell CPT: 23µM*

How did CN(C(=O)c1cc2c(=O)oc3ccccc3c2s1)c1ccc(F)cc1 do in these assays?
FEN1 inh: -5%; TDP1 cell CPT: -3%

Results for CC(=O)c1cccc(NC(=O)COC(=O)c2ccccc2OCc2cccc(Br)c2)c1 ?
FEN1 inh: -11%; TDP1 cell CPT: -21%

Results for COc1cc2cc(CCCOC(=O)c3ccc(C(F)(F)F)cc3)oc(=O)c2cc1OC ?
FEN1 inh: 1%; TDP1 cell CPT: inconclusive

Results for COc1ccc(Cc2noc(CN3CCCN(Cc4ccc(F)cc4)CC3)n2)cc1OC ?
N370S GC mod: -2%; FEN1 inh: -15%; TDP1 cell CPT: 0%

What do the screens show for `COc1ccccc1CNC(=O)C(=O)NCC1OCCN1S(=O)(=O)c1ccccc1` (stereo unspecified)?
N370S GC mod: -8%; FEN1 inh: 2%; TDP1 cell CPT: -15%

How did COc1ccccc1NC(=O)COC(=O)c1ccc([N+](=O)[O-])s1 do in these assays?
N370S GC mod: 0%; FEN1 inh: -10%; TDP1 cell CPT: 4%

How did COc1ccccc1C(CNC(=O)c1ccc(C)c(S(=O)(=O)N2CCCCC2)c1)N(C)C (stereo unspecified) do in these assays?
FEN1 inh: -4%; TDP1 cell CPT: -25%

What do the screens show for `Cc1nn2c(COc3ccc(NC(=O)c4ccccc4)cc3)nnc2c2ccccc12`?
N370S GC mod: 2%; FEN1 inh: -7%; TDP1 cell CPT: inconclusive

For reference, part of the list above:
Results for COCC(C)NC(=O)c1ccc2c(c1)S(=O)(=O)c1ccccc1C2=O (stereo unspecified) ?
N370S GC mod: 0%; FEN1 inh: 3%; TDP1 cell CPT: -1%

What do the screens show for `N/C(=N\N=C/c1ccc(F)cc1)N/N=C\c1ccc(F)cc1`?
N370S GC mod: -26%; FEN1 inh: -15%; TDP1 cell CPT: inconclusive

(more compounds)
How did Cc1ccc(C(=O)OCC(=O)Nc2ccccc2Cl)c(O)c1 do in these assays?
N370S GC mod: -15%; FEN1 inh: -22%; TDP1 cell CPT: inconclusive

How did CCOc1ccc(/C=N/Nc2cc(N3CCOCC3)nc(C)n2)c(O)c1 do in these assays?
N370S GC mod: -7%; FEN1 inh: -18%; TDP1 cell CPT: inconclusive

Results for CC(=O)N1CCOc2ccc(S(=O)(=O)N(C)c3cccc(C)c3)cc21 ?
N370S GC mod: 8%; FEN1 inh: -6%; TDP1 cell CPT: -20%

Results for O=[N+]([O-])c1ccc(N2CCN(c3ccc(F)cc3)CC2)cn1 ?
N370S GC mod: 0%; FEN1 inh: -12%; TDP1 cell CPT: -1%

Results for N[C@@H](Cc1ccccc1)c1nnc(SCc2ccccc2Cl)o1 ?
N370S GC mod: -25%; FEN1 inh: -1%; TDP1 cell CPT: -22%

What do the screens show for `O=C(NNC(=O)c1cccs1)c1ccc(S(=O)(=O)N2CCCCC2)cc1`?
N370S GC mod: -8%; FEN1 inh: 5%; TDP1 cell CPT: -18%

Results for O=C(OCc1nc2ccccc2c(=O)[nH]1)c1cccs1 ?
N370S GC mod: -2%; FEN1 inh: 1%; TDP1 cell CPT: -26%

Results for O=C(/C=C/c1ccc(Cl)cc1Cl)c1cccnc1 ?
N370S GC mod: -1%; FEN1 inh: -18%; TDP1 cell CPT: inconclusive

Results for Cc1cnc(NC(=O)c2ccccn2)s1 ?
N370S GC mod: 0%; FEN1 inh: 5%; TDP1 cell CPT: inconclusive

Results for CCc1cc2c3c(c1)C1(C(=O)N3C(C)(C)C=C2C)C(C#N)=C(N)Oc2[nH]c(=O)[nH]c(=O)c21 (stereo unspecified) ?
N370S GC mod: 6%; FEN1 inh: 2%; TDP1 cell CPT: 3.3µM*

Results for O=C(c1ccccc1Cl)n1nc(-c2ccco2)nc1NCc1cccs1 ?
FEN1 inh: -3%; TDP1 cell CPT: inconclusive

What do the screens show for `Cc1ccc(NC(=O)c2cc(=O)[nH]c3ccc(S(=O)(=O)N4CCOCC4)cc23)nc1`?
N370S GC mod: -20%; FEN1 inh: -7%; TDP1 cell CPT: 23%

Results for CCOC(=O)c1c(C)[nH]c(CCC(=O)NCc2ccccc2Cl)c1C ?
FEN1 inh: -3%; TDP1 cell CPT: inconclusive

What do the screens show for `O=C(CN1CCCN(Cc2ccc(F)cc2)S1(=O)=O)NCc1ccccc1Cl`?
FEN1 inh: -19%; TDP1 cell CPT: inconclusive

What do the screens show for `CN=C1S/C(=C\c2ccc(O)c(Br)c2)C(=O)N1C`?
N370S GC mod: 1%; FEN1 inh: -23%; TDP1 cell CPT: -22%

Results for COc1ccc(OCCC(=O)Nc2ccc(S(N)(=O)=O)cc2)cc1 ?
N370S GC mod: -4%; FEN1 inh: -18%; TDP1 cell CPT: 5%

Results for CN(C(=O)COC(=O)C1CCN(S(=O)(=O)c2ccc3c(c2)OCCO3)CC1)C1CCS(=O)(=O)C1 (stereo unspecified) ?
N370S GC mod: -1%; FEN1 inh: 4%; TDP1 cell CPT: 1%

Results for COc1cccc(/C=C(\C#N)c2nc3ccccc3[nH]2)c1OCC(=O)O ?
N370S GC mod: -9%; FEN1 inh: 1%; TDP1 cell CPT: -3%

How did CC(=O)Nc1ccc(C(=O)NNC(=O)Cc2ccccc2)cc1 do in these assays?
N370S GC mod: -1%; FEN1 inh: 1%; TDP1 cell CPT: -1%

Results for Cc1ccc(C(=O)N/C(=C\c2cccc([N+](=O)[O-])c2)C(=O)NCc2ccncc2)cc1 ?
N370S GC mod: -2%; FEN1 inh: -3%; TDP1 cell CPT: -25%

What do the screens show for `CCN1CCN(C(=O)c2cnn(-c3cccc(Cl)c3)c2C2CCN(C(=O)OC(C)(C)C)CC2)CC1`?
FEN1 inh: 8%; TDP1 cell CPT: -23%

Results for Cc1ccc(S(=O)(=O)n2nc(C)cc2N)cc1 ?
N370S GC mod: -2%; FEN1 inh: -2%; TDP1 cell CPT: 9%

Results for Cc1cc([N+](=O)[O-])nn1CCCC(=O)Nc1cccc(Cl)c1Cl ?
N370S GC mod: 19%; FEN1 inh: 16%; TDP1 cell CPT: -15%

How did O=C(Cc1cccs1)N(Cc1ccco1)C1(C(=O)NC2CCCCC2)CCCCC1 do in these assays?
N370S GC mod: 5%; FEN1 inh: 5%; TDP1 cell CPT: 15µM*

What do the screens show for `O=S(=O)(Cc1ccccc1)Nc1ccccc1`?
N370S GC mod: 5%; FEN1 inh: 20%; TDP1 cell CPT: 7%

What do the screens show for `O=C(Cn1nnc(-c2ccc(F)cc2)n1)OCC(=O)c1ccccc1`?
N370S GC mod: -14%; FEN1 inh: 8%; TDP1 cell CPT: -1%

How did COc1cccc(CNC(=O)CCn2c(=O)c3cccn3c3cccnc32)c1OC do in these assays?
FEN1 inh: 14%; TDP1 cell CPT: -13%

How did Cc1cc(C)c(/C=C2\C(=O)Nc3ccccc32)[nH]1 do in these assays?
N370S GC mod: -2%&-4%; FEN1 inh: -9%; TDP1 cell CPT: 3%&5%

What do the screens show for `CCOC(=O)c1c(-c2ccccc2)csc1NC(=O)CSc1nncs1`?
N370S GC mod: 17%; FEN1 inh: 12%; TDP1 cell CPT: 23µM*

Results for Cn1c(=O)[nH]c(NCCc2ccc(O)cc2)c([N+](=O)[O-])c1=O ?
FEN1 inh: 4%; TDP1 cell CPT: 28%

What do the screens show for `CC(C)(C)OC(=O)[C@H](NC(=O)OCc1ccccc1)c1ccccc1`?
FEN1 inh: -2%; TDP1 cell CPT: inconclusive

Among those listed so far, these have fluorine:
How did O=C(CCC1CCCN(C(=O)Cn2cnnn2)C1)NCc1ccccc1F (stereo unspecified) do in these assays?
N370S GC mod: 8%; FEN1 inh: -5%; TDP1 cell CPT: 0%

What do the screens show for `N/C(=N\N=C/c1ccc(F)cc1)N/N=C\c1ccc(F)cc1`?
N370S GC mod: -26%; FEN1 inh: -15%; TDP1 cell CPT: inconclusive

Results for COc1ccc(C2NC(C(=O)O)Cc3c2[nH]c2ccccc32)cc1CN1CCN(c2ccc(F)cc2)CC1 (stereo unspecified) ?
N370S GC mod: inconclusive; FEN1 inh: 8%; TDP1 cell CPT: -13%

How did CN(C(=O)c1cc2c(=O)oc3ccccc3c2s1)c1ccc(F)cc1 do in these assays?
FEN1 inh: -5%; TDP1 cell CPT: -3%

Results for COc1cc2cc(CCCOC(=O)c3ccc(C(F)(F)F)cc3)oc(=O)c2cc1OC ?
FEN1 inh: 1%; TDP1 cell CPT: inconclusive

Results for COc1ccc(Cc2noc(CN3CCCN(Cc4ccc(F)cc4)CC3)n2)cc1OC ?
N370S GC mod: -2%; FEN1 inh: -15%; TDP1 cell CPT: 0%

Results for O=[N+]([O-])c1ccc(N2CCN(c3ccc(F)cc3)CC2)cn1 ?
N370S GC mod: 0%; FEN1 inh: -12%; TDP1 cell CPT: -1%

What do the screens show for `O=C(CN1CCCN(Cc2ccc(F)cc2)S1(=O)=O)NCc1ccccc1Cl`?
FEN1 inh: -19%; TDP1 cell CPT: inconclusive

What do the screens show for `O=C(Cn1nnc(-c2ccc(F)cc2)n1)OCC(=O)c1ccccc1`?
N370S GC mod: -14%; FEN1 inh: 8%; TDP1 cell CPT: -1%

This is a subset; count on the stated rates, not on these rows.
